From PubChem BioAssay
TNAP activators: human TNAP enzyme activators, primary screen, biochemical, luminescent, no phosphate acceptor, uHTS (AID 1001); purified TNAP, luminescent activation assay, no phosphate acceptor; higher activation fold means a stronger effect; activation fold at 20 µM; hits with a dose series show EC50 in µM; 200,000 compounds, 0.03% hits; in the data active = activation fold from about 3, or a potency from the dose series; inactive = the rest, 99 in 100 with activation fold below about 1.6; also: many of its hits are not listed in these tables
XIAP displacement: XIAP antagonists, biochemical, IAP family, fluorescence polarization (AID 1018); XIAP BIR domain, fluorescence polarization peptide displacement; higher % means a stronger effect; displacement, % at 20 µM, or IC50 in µM where a hit was titrated; 200,000 compounds, 0.007% hits; in the data active = displacement above about 50%; also: a part of the inactive calls stands beside numbers as strong as those of hits
Myeloid diff 2: promotes myeloid progenitor differentiation. calls only at 10 µM. AID 624256. ER-HoxA9 myeloid progenitors, lysozyme-GFP differentiation, flow cytometry. 360,000 compounds, 1% hits;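 active = normalized GFP-positive differentiation at or above the plate's own cutoff, the solvent-only control mean plus 3 SD; inconclusive = no clear call, values can overlap the other calls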;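 also: cells exposed to compound for four days before flow analysis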
PhoP inhibition: inhibitors of PhoP regulon expression, primary screen, Salmonella Typhimurium, GFP reporter (AID 1863). inhibition, % at 50 µM; hits with a dose series show IC50 in µM. 300,000 compounds, 0.16% hits. S. Typhimurium PhoP-regulated promoter GFP reporter, 4 h; higher % means a stronger effect;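 active = inhibition over 29.93%, a cutoff 3 SD above the screen mean, later confirmed by dose response; inconclusive = inhibition over 29.93% but no dose response follow-up; inactive = inhibition at most 29.93% or unconfirmed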;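 also: 0% = low Mg2+ inducing control and 100% = high Mg2+ repressing control; strong numbers were not always called active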
PMI inhibitors: MPI enzyme activity inhibition – biochemical, fluorescence intensity, coupled assay, primary screen (AID 1209) | purified PMI enzyme, coupled fluorescence intensity; higher % means a stronger effect | inhibition, % at 20 µM; hits with a dose series show IC50 in µM | 190,000 compounds, 0.42% hits;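 also: plate controls were DMSO vehicle for no effect and wells lacking substrate for full effect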
WT yeast gro inh: growth inhibition of WT yeast, mitochondrial fusion screen; mitochondrial fusion phenotypic screen, WT strain; inhibition, % at 10 µM; 190,000 compounds, 2.1% hits; AID 1362; in the data active = inhibition above about 58%; tested in S. cerevisiae
SIAH1 antagonists: Siah-1 peptide-binding antagonists, primary screen, biochemical, fluorescence polarization, rhodamine-plectin, uHTS (AID 1817). Siah-1 / rhodamine-plectin peptide fluorescence polarization; higher % means a stronger effect. displacement, % at 20 µM; hits with a dose series show IC50 in µM. 290,000 compounds, 0.02% hits;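 active = displacement of at least 50% at 20 µM, with a fluorescence ratio check between 0.3 and a set limit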;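 also: plate controls were Siah plus tracer with DMSO for no effect and tracer alone without Siah for full effect; strong numbers were not always called active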
human PMI inhibitors: MPI inhibition at elevated mannose 6-phosphate – biochemical, fluorescence intensity, high mannose 6-phosphate, primary screen (AID 1220); inhibition, % at 20 µM; hits with a dose series show IC50 in µM; 190,000 compounds, 0.66% hits; recombinant PMI enzyme, coupled fluorescence intensity; higher % means a stronger effect
RSV antiviral HEp-2: inhibition of RSV-induced cytopathic effect – HEp-2 cells, primary 10 µM value included (AID 2391); HEp-2 cells, RSV-induced CPE inhibition; higher % means a stronger effect; CPE inhibition, % at 10 µM; hits with a dose series show IC50 in µM; 310,000 compounds, 0.13% hits; in the data active = a potency from the dose series; inconclusive = CPE inhibition mostly from about 23% at the one dose, without a potency; inactive = the rest, 99 in 100 with CPE inhibition below about 21%; also: strong numbers were not always called active
WT yeast gro inh mutant strain: also measured in WT yeast gro inh; calls as there; inhibition, %; mitochondrial fusion phenotypic screen, mutant strain inhibition
Myeloid diff 2 GFP+ MAC1+ %: second read-out of Myeloid diff 2, no call of its own (marks repeat the call); GFP+ MAC1+ double positive, %; measured here: differentiation confirmed by MAC1 staining
Active calls of the source: *; i = inactive; ? = inconclusive; nt = no result given; + = active, no number; & = joins results of further samples; ! = repeats disagree. Rule as the data show it, unless noted: active = inhibition above about 50%; inactive = the rest.

Values run as follows: TNAP activators	SIAH1 antagonists	human PMI inhibitors	Myeloid diff 2 GFP+ MAC1+ %	RSV antiviral HEp-2	WT yeast gro inh	PhoP inhibition	WT yeast gro inh mutant strain	PMI inhibitors	Myeloid diff 2	XIAP displacement
- Cc1ccc(C)c(NC(=O)Cn2c([N+](=O)[O-])cnc2C)c1
 : 1	2%	-14%	0.6	0.2%	6	11%	-10	-19%	i	-4.9%
- COC(=O)Cc1cnc(NC(=O)C2C3CCC(C3)C2C(=O)O)s1 (stereo not given)
 : 1.1	2%	10%	0.3	2.1%	6	0%	0	13%	i	-2.3%
- O=C(CN1C(=O)C2C3C=CC(C4CC34)C2C1=O)Nc1cnc2ccccc2c1 (stereo not given)
 : 1.1	2%	3%	0.3	2.2%	-8	-1%	3	7%	i	0.0%
- NC(=O)CN1CCOCCOCCN(CC(N)=O)CCOCCOCC1
 : 1	2%	-10%	1.1	1.8%	-7	-3%	2	-8%	i	-6.6%
- COc1ncccc1C(=O)NC1CCCc2c1cnn2-c1ccc(C)c(C)c1 (stereo not given)
 : nt	10%	nt	1.5	0.5%	nt	-8%	nt	nt	i	nt
- COc1ccc(C(=O)NC(=S)N2CCCCC2c2cccnc2)cc1OC (stereo not given)
 : nt	0%	nt	1.5	0.4%	nt	-7%	nt	nt	i	nt
- COCCNC(=O)c1ccc(CS(=O)(=O)c2ccccc2OC)o1
 : nt	-1%	nt	0.3	2.6%	nt	-2%	nt	nt	i	nt
- COC(=O)C(CCCCNC(=O)OCc1ccccc1)NC(=O)CN (stereo not given)
 : 1	0%	0%	0.4	1.7%	-4	28%	-14	4%	i	-1.0%
- COC(=O)c1ccc(N2C(=O)C3C4C=CC(CC4)C3C2=O)cc1 (stereo not given)
 : nt	3%	nt	0.6	2.0%	nt	-8%	nt	nt	i	nt
- O=C(CSc1nc2c(cnn2-c2ccc(F)cc2)c(=O)[nH]1)N1CCCc2ccccc21
 : 1.1	2%	0%	1.3	22%	2	-9%	-4	3%	i	-2.6%
- O=C(CN1CCN(Cc2cccc(F)c2)CC1)Nc1ccccc1F
 : nt	3%	nt	0.5	-1.6%	nt	1%	nt	nt	i	nt
- Cc1ccc(OCCSc2nc(N)cc(N)n2)cc1
 : 1.1	-2%	4%	0.2	2.8%	43	5%	49	2%	i	0.4%
- CCN(C(=O)c1cccc(NC(=O)c2ccccc2)c1)C1CCCCC1
 : nt	14%	nt	0.6	3.8%	nt	3%	nt	nt	i	nt
- O=C(c1ccc(Cl)c(S(=O)(=O)N2CCOCC2)c1)N1CCN(c2ccccc2F)CC1
 : nt	8%	nt	3.4	2.3%	nt	-1%	nt	nt	i	nt
- Cc1cc(Br)cc2cn[nH]c12
 : 1.2	1%	-5%	0.1	5.6%	-9	1%	-6	-16%	i	-1.6%
- COc1ccc(NC2c3ccccc3C(=O)N2c2cccnc2)cc1 (stereo not given)
 : nt	-1%	nt	0.0	-0.6%	nt	-1%	nt	nt	i	nt
- Cc1ccc(S(=O)(=O)Cc2ccc(C(=O)NC3CCCC3)o2)cc1
 : nt	93%	nt	0.3	3.6%	nt	-7%	nt	nt	i	nt
- COc1ccc(CNC(=O)COc2ccc(OC)cc2)cc1
 : nt	-4%	nt	0.9	0.1%	nt	6%	nt	nt	i	nt
- CCCn1c(SCC(=O)NC(=O)NC(C)(C)C)n[nH]c1=O
 : 1	10%	10%	0.9	0.8%	13	7%	1	4%	i	-5.2%
- N=C(N)SCc1nc2ccccc2c(=O)n1-c1ccccc1
 : 1.1&1.3	-1%&3%	0%&-41%	4.0*!	0.1%&0.2%	8&21	22%&23%	-2&18	14%&-37%	+!	-8.2%&-3.2%
- C=CCn1c(-c2cccc([N+](=O)[O-])c2)n[nH]c1=S
 : 0.9	-6%	36%	0.3	13%	-2	-7%	11	11%	i	-11%
- NCCCC[C@@H]1NC(=O)c2cc([N+](=O)[O-])cc(I)c2SC[C@@H](C(N)=O)NC(=O)[C@H](CCC(N)=O)NC1=O
 : 1.1	7%	-29%	1.3	1.1%	-14	3%	-7	-31%	i	-4.1%
- Cc1nn(-c2ccccc2)c(N)c1C(O)(CC(=O)C(F)(F)F)C(F)(F)F (stereo not given)
 : 1	2%	9%	0.0	0.6%	10	0%	-22	11%	i	-4.7%
- CCOC(=O)c1csc(NC(=O)c2ccc(OC)c(OC)c2)n1
 : 1.1	6%	15%	5.9	-0.1%	-6	-12%	19	9%	i	-6.2%
- O=C(N/N=C/c1ccccn1)c1ccc(Br)cc1
 : 0.7	5%	3%	0.0	0.6%	25	2%	1	7%	i	-6.2%
- O=C(c1ccc2nc[nH]c2c1)N1CCN(c2cccc(Cl)c2)CC1
 : nt	-8%	nt	0.6	3.6%	nt	2%	nt	nt	i	nt
- CCC(C(=O)NC(C)c1ccccc1)C(=O)NC(C)c1ccccc1 (stereo not given)
 : nt	1%	nt	0.5	0.1%	nt	0%	nt	nt	i	nt
- CCNC(=S)N/N=C1\C(=O)c2cccc3cccc1c23
 : 0.9	-2%	-6%	0.4	8.0%	16	-8%	23	-4%	i	-0.7%
- CCn1c(O)c(/C=C2\C=NN=C2c2ccc(C)cc2)sc1=S
 : 1.2	6%	0%	0.9	2.1%	8	-1%	2	3%	i	1.0%
- COCCCNC(=O)/C(C#N)=C/c1c(N2CCN(c3ccc(OC)cc3)CC2)nc2c(C)cccn2c1=O
 : nt	-6%	nt	2.3	7.9%	nt	15%	nt	nt	i	nt

Continued:
Values run as follows: TNAP activators	SIAH1 antagonists	human PMI inhibitors	Myeloid diff 2 GFP+ MAC1+ %	RSV antiviral HEp-2	WT yeast gro inh	PhoP inhibition	WT yeast gro inh mutant strain	PMI inhibitors	Myeloid diff 2	XIAP displacement
- Cc1c(C)c2ccc(OCC(=O)Nc3cccnc3)c(C)c2oc1=O
 : nt	7%	nt	0.5	2.4%	nt	-9%	nt	nt	i	nt
- CN1C(=O)C(O)(C2COC(C)(C)CC2=O)c2ccccc21 (stereo not given)
 : 1.1	1%	-7%	1.4	1.2%	-19	-1%	-4	-8%	i	-1.5%
- Cc1cc2c(C)c(C)c(=O)[nH]c2cc1N
 : 1.1	4%	17%	0.4	6.1%	-12	14%	-2	20%	i	-3.5%
- COc1ccc(Br)cc1CN(C)CC(=O)Nc1cc(Cl)cc(Cl)c1
 : 1.2	2%	6%	1.3	6.8%	64*	1%	-2.5*	23%	i	-4.1%
- N#CCCN(Cc1cccs1)C(=O)c1ccc(Cl)cc1
 : nt	0%	nt	1.0	1.2%	nt	-12%	nt	nt	i	nt
- Cc1cccc(OCCn2c(=O)oc3ccc(C)cc32)c1
 : 1	-6%	10%	0.5	6.3%	36	5%	22	12%	i	-5.8%
- CCC(=O)Nn1cnc2c(c1=O)C1(CCCCC1)Cc1ccccc1-2
 : 1.1	6%	5%	0.4	4.2%	21	-7%	4	11%	i	-3.1%
- CCn1c2ccccc2c2nnc(SCC(=O)Nc3ncccn3)nc21
 : 1.1	0%	-4%	0.3	0.2%	0	-1%	-2	0%	i	-3.6%
- COc1ccc(F)cc1CN1CCN(c2ncnc3scc(-c4ccccc4)c23)CC1
 : nt	2%	nt	0.2	18%	nt	8%	nt	nt	i	nt
- Cc1c(NC(=O)CSc2ccc(Cl)cc2)c(=O)n(-c2ccccc2)n1C
 : 1.1	-7%	-1%	1.0	-1.5%	7	-9%	7	3%	i	1.5%
- O=C(CN(c1ccc(Cl)cc1)S(=O)(=O)c1ccccc1)N/N=C/c1ccco1
 : 1.1	3%	4%	0.8	nt	-8	-3%	-13	10%	i	-7.5%
- CN1CCN(CCCNC(=O)CCCOc2cc(=O)n(C)c3ccccc23)CC1
 : 1	-1%	12%	2.4	1.3%	-2	6%	2	9%	i	-0.6%
- COCCCn1c(=O)c2ccccc2n(Cc2cc(C(=O)OC)ccc2OC)c1=O
 : nt	-2%	nt	1.2	-0.4%	nt	1%	nt	nt	i	nt
- O=C(CN1CCCCC1)NN(Cc1ccccc1)c1ccccc1
 : 1.1	16%	-5%	0.1	0.2%	-5	-1%	-4	2%	i	-2.4%
- CC(C)N(CCCNC(=O)c1ccc(N2CCCC2=O)cc1)Cc1ccccc1
 : 1	4%	-1%	0.4	2.1%	12	-2%	6	6%	i	-8.5%
- CCOc1ccccc1CNC(=O)c1nn(C)c2c1CS(=O)(=O)c1ccccc1-2
 : nt	-2%	nt	0.9	6.5%	nt	-1%	nt	nt	i	nt
- O=C(NCC1CCCCC1)c1cc2ccccc2cc1O
 : nt	-2%	nt	0.3	15%	nt	-4%	nt	nt	i	nt
- O=C(NCC1(c2ccccc2)CCOCC1)c1ccc(Br)o1
 : 1.1	-1%	5%	0.6	1.1%	2	0%	-5	1%	i	-0.6%
- COCCC(=O)N1CCC(Oc2ccc(C(=O)N3CCC[C@H]3CO)cc2)CC1
 : nt	-4%	nt	nt	0.2%	nt	2%	nt	nt	?	nt
- CS(=O)(=O)N(Cc1ccccc1)c1ccccc1C(=O)O
 : 1.1	3%	0%	1.2	-0.5%	-18	-8%	-13	4%	i	-1.9%
- CCc1ccc(-n2c(CSc3nnnn3-c3ccccc3)nc3ccccc3c2=O)cc1
 : 1.2	5%	-1%	0.5	2.3%	-8	-16%	-8	1%	i	-6.5%

At a glance, five of the compounds above.
Values run as follows: TNAP activators	SIAH1 antagonists	human PMI inhibitors	Myeloid diff 2 GFP+ MAC1+ %	RSV antiviral HEp-2	WT yeast gro inh	PhoP inhibition	WT yeast gro inh mutant strain	PMI inhibitors	Myeloid diff 2	XIAP displacement
- Cc1c(C)c2ccc(OCC(=O)Nc3cccnc3)c(C)c2oc1=O
 : nt	7%	nt	0.5	2.4%	nt	-9%	nt	nt	i	nt
- CN1C(=O)C(O)(C2COC(C)(C)CC2=O)c2ccccc21 (stereo not given)
 : 1.1	1%	-7%	1.4	1.2%	-19	-1%	-4	-8%	i	-1.5%
- Cc1cc2c(C)c(C)c(=O)[nH]c2cc1N
 : 1.1	4%	17%	0.4	6.1%	-12	14%	-2	20%	i	-3.5%
- COc1ccc(Br)cc1CN(C)CC(=O)Nc1cc(Cl)cc(Cl)c1
 : 1.2	2%	6%	1.3	6.8%	64*	1%	-2.5*	23%	i	-4.1%
- N#CCCN(Cc1cccs1)C(=O)c1ccc(Cl)cc1
 : nt	0%	nt	1.0	1.2%	nt	-12%	nt	nt	i	nt

Rows are unselected. About 3.1% of those tested had a hit in this group.
